N370S GC – inhibits or activates N370S mutant glucocerebrosidase; P04062; N370S GC spleen homogenate, 4MU-glucoside fluorescence; Potency, µM (series often up to 59.4 µM), for the others: at the top dose activity change, negative = inhibition, actives largely listed as inhibitors; 0.092% of 330,000 active; AID 2101;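 also: 0% = full enzyme activity and -100% = no enzyme basal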
GCN5L2 inh – inhibitors of human GCN5L2 histone acetyltransferase | GCN5L2 HAT assay, ThioGlo1 CoA-SH fluorescence | Q92830 | Potency, µM (top dose mostly 58.9 µM), for inactives: at the top dose activity change, negative = inhibition, actives largely listed as inhibitors | 0.21% of 390,000 active
Target sequence (Q92830 whole entry, looked up): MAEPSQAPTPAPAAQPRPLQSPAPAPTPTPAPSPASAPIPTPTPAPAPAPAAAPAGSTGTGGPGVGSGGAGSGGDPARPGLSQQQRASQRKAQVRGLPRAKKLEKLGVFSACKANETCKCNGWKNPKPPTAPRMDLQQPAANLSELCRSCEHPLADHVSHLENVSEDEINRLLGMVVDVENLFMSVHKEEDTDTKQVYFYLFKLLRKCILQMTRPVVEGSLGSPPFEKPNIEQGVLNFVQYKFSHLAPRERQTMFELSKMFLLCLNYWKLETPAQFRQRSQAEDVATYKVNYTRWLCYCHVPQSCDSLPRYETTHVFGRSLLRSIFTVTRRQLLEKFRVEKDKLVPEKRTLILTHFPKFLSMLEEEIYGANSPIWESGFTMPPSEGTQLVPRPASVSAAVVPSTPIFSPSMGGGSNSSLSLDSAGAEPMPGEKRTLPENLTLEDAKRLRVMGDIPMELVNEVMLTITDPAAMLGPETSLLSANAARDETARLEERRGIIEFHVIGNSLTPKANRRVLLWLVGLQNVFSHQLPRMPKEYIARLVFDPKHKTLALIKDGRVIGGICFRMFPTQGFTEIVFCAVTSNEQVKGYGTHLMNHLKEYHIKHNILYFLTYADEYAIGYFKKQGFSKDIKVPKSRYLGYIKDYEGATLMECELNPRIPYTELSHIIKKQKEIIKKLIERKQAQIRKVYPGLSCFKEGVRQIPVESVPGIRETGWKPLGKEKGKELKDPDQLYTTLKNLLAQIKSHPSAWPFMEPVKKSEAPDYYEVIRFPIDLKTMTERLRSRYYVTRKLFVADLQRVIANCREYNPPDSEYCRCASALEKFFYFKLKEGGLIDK
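Enzyme at 20nM final was mixed with library compounds for 15 min at room temperature. Peptide H3(1-25) at 75uM, acetyl-CoA at 70uM and ThioGlo1 at 50uM were then added. Plates were read immediately and after 20 min (Ex340nm/Em540nm).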
FEN1 inhibitor – inhibitors of human flap endonuclease 1; P39748; Recombinant FEN1 flap cleavage, fluorescence, 15 min; Potency, µM (titrated, usually from 114 µM), inactives show at the highest dose activity change, negative = inhibition, usual class: inhibitors; 0.35% of 390,000 active; also: nearly all actives have a fitted effect of over 65% in size
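Reaction started by adding substrate (50 nM final) to 10 nM enzyme after 15 min room-temperature compound preincubation. Reads at 0 and 15 min, with data normalized and fitted to a four-parameter Hill equation.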
Numbers without * were called inactive; ? = inconclusive; / = no result given; & = joins results of further samples; [ ] = remark or other dose. Calls follow the shape of the dose curve; as a rule, active = well fitted curve in the direction sought with a large enough effect; inconclusive = small, poorly fitted or top-dose-only effect, or another doubt; inactive = no such curve, though single readings can be large; an effect the other way counts as inactive or inconclusive. Unless noted, % is scaled to controls: 0 for no effect and ±100 for the full control effect; potency is read from the fitted curve at half-maximal effect.

SMILES | N370S GC | GCN5L2 inh | FEN1 inhibitor
COC(=O)C1=NN(C(=O)c2ccc(Br)cc2)C(O)(C(C)(C)C)C1 (centres undefined) | ? | -2.3% | 7.9%
COc1ccc(CN2C(=O)NC3(CCCC3)C2=O)cc1F | -5.4% | -8.5% | 0.2%
O=C1N=C(N2CCCCC2)S/C1=C\c1ccccc1F | 26.2% | 1.1% | -3.0%
CCc1nnc(NC(=O)CSc2nccn2Cc2ccc(C)cc2)s1 | / | -14.3% | -6.4%
CCCCCn1c(=O)[nH]c2cc(C(=O)N3CCN(c4ccccc4)CC3)ccc2c1=O | / | -2.3% | -0.5%
O=C(CN1C(=O)/C(=C2\SC(=S)N(C3CCS(=O)(=O)C3)C2=O)c2ccccc21)Nc1ccccc1 (centres undefined) | 11.2% | -5.0% | -2.2%
Cc1cc(NC(=O)CN2C(=O)NC(C)(c3ccc(Cl)cc3)C2=O)no1 (centres undefined) | -18.4% | -5.8% | -1.4%
Cc1ccc(-c2nnn3c2nc(N2CCC(C)CC2)c2ccccc23)cc1 | / | -6.8% | -9.9%
NC(=O)C1(N2CCCCC2)CCN(C(=S)Nc2ccc(F)c(Cl)c2)CC1 | -12.0% | -12.3% | -6.2%
O=S(=O)(c1ccc2nc(Nc3ccc(Br)cc3F)ccc2c1)N1CCCC1 | / | 29.1% | 17.5%
N#Cc1cc(-c2ccccc2)nnc1Oc1ccccc1 | 3.3% | -4.4% | 8.9%
NNC(=O)c1ccc(COc2cccc3ccccc23)cc1 | 2.7% | -3.9% | 3.1%
CCC(C(=O)NCCC(C)C)n1ccc2cc(S(=O)(=O)N3CCCCC3)ccc21 (centres undefined) | -6.7% | -11.4% | 4.8%
CCCCC(SCC(=O)Nc1ccccc1)C(=O)O (centres undefined) | 5.7% | -4.8% | 0.3%
COc1ccc(S(=O)(=O)N(Cc2nc(-c3ccc(Cl)cc3)no2)C2CCCCC2)cc1 | / | -8.0% | 2.6%
COc1cccc(Nc2nc(-c3sc(NC(=O)CC(C)C)nc3C)cs2)c1 | -0.1% | -2.9% | -2.5%
Oc1c(C=Nc2cccc3cccnc23)sc2ccccc12 | 11.0% | 1.6% | /
CCCC(=O)C1=C(O)C(C(=O)OC)C(C)(C)CC1=N (centres undefined) | -21.2% | 4.5% | 1.5%
COc1ccc(OC)c(Cc2nnc(CCC(=O)N3CCN(C4CCCC4)CC3)o2)c1 | -0.9% | ? | -3.3%
O=C(NC(=O)c1ccccc1N1CCCCC1)Nc1ccc(Br)cc1 | -22.3% | 1.8% | -5.7%
CC1(C)CC(=O)C/C(=N\NC(=O)C2CC2c2ccccc2)C1 (centres undefined) | -2.3% | -17.0% | -2.8%
COc1ccc(N2CCN(Cc3cc(=O)oc4c3ccc3ccccc34)CC2)cc1 | 4.9%[2.35 µM] | -2.4% | /
CCN(CC)CCCN1C(=O)C(O)=C(C(C)=O)C1c1cccc(OC)c1 (centres undefined) | 1.3% | -4.6% | /
CCc1nnc(NC(=O)c2ccc(F)c(S(=O)(=O)N3CCCCC3)c2)s1 | 1.8% | ? | -15.9%
COc1cc([N+](=O)[O-])ccc1NC(=O)NCC1CCN(Cc2ccc(Cl)cc2)CC1 | -16.5% | ? | ?
Further results:
SMILES | N370S GC | GCN5L2 inh | FEN1 inhibitor
O=C(CSc1nc2nn(-c3ccccc3)c(=O)c-2c2n1CCCCC2)Nc1ccc(F)c(F)c1 | / | -6.2% | 6.1%
N#Cc1nc(Nc2cccc(Cl)c2)c2ncn(C3CCCC3)c2n1 | / | -10.3% | 5.0%
COc1ccc(-c2ccc(NC(=O)c3ccco3)cc2)nn1 | 0.9% | -10.6% | -1.6%
COc1cc(-c2nnc3sc(Cc4ccccc4)nn23)cc(OC)c1OC | 6.2% | 6.0% | -13.4%
Cn1c(C(=O)N2CCCC(C(=O)NCc3ccccc3)C2)cc2sccc21 (centres undefined) | -0.5% | -5.6% | -1.5%
CCn1c(COc2ccc(OC)cc2)nc2ccccc21 | 6.2% | -10.6% | -13.5%
CCOC(=O)c1c(-c2ccc(C)cc2)csc1NC(=O)c1nc(SCC)ncc1Cl | / | 0.6% | 21.0%
O=C(Nc1ccccc1C(=O)OCn1nnc2ccccc2c1=O)c1ccco1 | -20.8% | -3.5% | -12.8%
COc1cc(CN(C)c2ncnc3sccc23)ccc1OC(F)F | 13.8% | -3.3% | -1.6%
COc1cc(NC(=O)Cn2c(=O)n(CC(=O)NCCc3ccc(OC)c(OC)c3)c(=O)c3sccc32)cc(OC)c1 | / | -3.3% | 8.6%
O=C(NCc1ccccc1Cl)c1cnn2cccnc12 | 8.8% | -4.6% | -4.7%
CC(C)(C)C(=O)NCc1ccc(C(=O)CSc2nnc(C3CC3)n2C2CC2)s1 | / | -1.1% | 5.5%
CCCCc1nnc(NC(=O)C2=COCCO2)s1 | -6.9% | -3.4% | -4.6%
O=C1N=C(N2CCc3ccccc3C2)S/C1=C\c1ccc(O)cc1 | -18.8% | -9.8% | ?
O=C(C1CC1)N(Cc1ccco1)c1nc(-c2ccccc2)cs1 | -8.9% | -5.4% | -7.2%
Cc1ccc(S(=O)(=O)N2CCc3cc(C(=O)NCCc4ccccc4)ccc32)cc1 | / | -7.2% | 0.1%
O=[N+]([O-])c1ccccc1/C=C/C=N/n1c(-c2ccccc2F)n[nH]c1=S | / | -18.1% | -3.2%
COCCCNC(=O)c1ccc(Cn2c(=O)c3ccccc3n(Cc3c(C)cc(C)cc3C)c2=O)cc1 | / | -5.7% | -1.9%
CCCCOc1ccc(Br)cc1CSC(=N)N | -9.4% | -4.1% | -1.2%
C(=N\NCc1ccccc1)/c1ccc2ncccc2c1 | -7.3% | -3.3% | 1.1%
Cc1ccsc1/C=N/Nc1ncc(Cl)cc1Cl | 4.5% | -0.8% | 3.1%
Cc1ccc(C(=O)c2cnc3cc4c(cc3c2S(=O)(=O)c2ccccc2)OCCO4)cc1 | 12.0% | ? | -2.8%
O=C(CN1CCN(Cc2ccccc2F)C1=O)NCC1CCCO1 (centres undefined) | 7.8% | 1.4% | -0.2%
NC(=O)C1(c2ccccc2)CCOCC1 | 5.0% | 3.9% | -7.4%
COc1ccc(NC(=O)Cn2c(C)csc2=O)c(OC)c1 | / | 2.1% | 13.0%
(listing goes on)
SMILES | N370S GC | GCN5L2 inh | FEN1 inhibitor
CS(=O)(=O)N1CCN(c2ccccc2NC(=O)c2cc3ccccc3o2)CC1 | -1.8% | -13.9% | -13.7%
COc1cc(CC(=O)OCC(=O)NCc2ccc(C)cc2)cc(OC)c1OC | / | 1.1% | -5.4%
C[C@H](NC(=O)c1nc[nH]c1C(=O)OCc1ccccc1)c1ccccc1 | / | -4.8% | 8.5%
Cc1ccc(S(=O)(=O)NC(=O)NC(C)Cc2ccccc2)cc1 (centres undefined) | 2.3% | -5.6%&-0.4% | -5.1%
c1ccc2[nH]c(SCC3CCCCO3)nc2c1 (centres undefined) | 23.5% | -2.1% | -0.2%
CCc1ccc2oc(-c3ccc(C)c(NC(=O)Cc4ccccc4)c3)nc2c1 | / | -5.5% | 1.5%
COc1cccc(CNC(=O)C2Cc3cc(S(=O)(=O)N4CCCC4)ccc3N2C(C)=O)c1OC (centres undefined) | -3.3% | ? | 15.7%
COc1ccc(OC)c(NC(=O)C2CCN(S(=O)(=O)c3ccc4c(c3)CCCC(=O)N4)CC2)c1 | / | 4.1% | -6.0%
Fc1ccc(/C=N/NC(=S)NCCc2ccccc2)cc1F | -0.6% | -3.5% | -13.4%
O=C(c1cc2ncc(CCCl)cn2n1)N1CCCCCC1 | 0.7% | -8.8% | 0.4%
C=CCSc1nc2ccccc2c(=O)n1Cc1ccccc1 | ? | -6.7% | -6.8%
COc1ccc(N2CC(NS(=O)(=O)c3ccc(F)cc3)CC2=O)cc1 (centres undefined) | -3.7% | -14.5% | 3.6%
COc1ccc(N=c2scc(-c3ccc(OC)cc3)n2CCO)cc1 | 5.6% | -8.3% | -21.1%
CC12CCCc3c(O)cc(=O)n(c31)-c1ccccc12 (centres undefined) | 2.6% | 1.7% | 4.8%
CCCCC(=O)N1CCN(c2nc3c(C)c(C)ccc3s2)CC1 | / | -17.2% | 14.0%
CN(CC(=O)NCCc1ccc(S(N)(=O)=O)cc1)CC(=O)Nc1cccc(F)c1 | -1.6% | -14.9% | 1.0%
CCCCOc1c(Cl)cc(C(=O)N(Cc2ccc(C)o2)C2CCS(=O)(=O)C2)cc1Cl (centres undefined) | / | -17.3% | -14.7%
CCC(=O)Nc1ccc2nc(SCc3ccccc3)sc2c1 | / | -16.0% | -10.3%
COc1ccc(OC)c2c(N3CC(C)OC(C)C3)cc(C(F)(F)F)nc12 (centres undefined) | -9.4% | ? | -4.9%
S=c1[nH]nc(-c2ccc3ccccc3n2)n1-c1ccc2c(c1)OCCO2 | 8.4% | -13.4% | 2.2%
O=C(CCn1cnc2onc(-c3ccc(F)cc3)c2c1=O)Nc1ccc(F)c(Cl)c1 | / | 5.9% | 1.0%
Cc1ccc(NC(=O)CSCC(=O)NCCc2ccccc2)cc1 | -4.6% | -4.2% | 0.0%
Cc1ccc(N(C)S(=O)(=O)c2cccc(C(=O)Nc3ccc(N4CCOCC4)cc3)c2)cc1 | / | -10.8% | -22.9%
Cc1cccc(CN2C(=O)/C(=C\c3ccc(C(=O)NCCN4CCOCC4)cc3)Sc3ccccc32)c1 | ? | -3.0% | -23.8%
O=[N+]([O-])c1cccc2nc(-c3ccccc3)c(-c3ccccc3)nc12 | -2.1% | -3.1% | 0.7%

A portion from further up, for reference:
SMILES | N370S GC | GCN5L2 inh | FEN1 inhibitor
COc1ccc(N=c2scc(-c3ccc(OC)cc3)n2CCO)cc1 | 5.6% | -8.3% | -21.1%
CC12CCCc3c(O)cc(=O)n(c31)-c1ccccc12 (centres undefined) | 2.6% | 1.7% | 4.8%

New compounds follow
SMILES | N370S GC | GCN5L2 inh | FEN1 inhibitor
CCCc1cc(=O)[nH]c(SCC(N)=O)n1 | -0.1% | -1.1% | -1.9%
O=C1c2ccccc2C(=O)N1CCC1=CCCCC1 | 9.2% | -4.6% | -4.7%
O=C1NC2(CCCCCC2)C(=O)N1Cc1ccccc1 | -0.8% | -5.3% | 4.0%
O=[N+]([O-])c1ccc2nonc2c1Nc1ccccc1 | -14.7% | -2.4% | 11.4%
O=C(CN1C(=O)c2ccccc2C1=O)Nc1ccccc1N1CCOCC1 | 1.4% | 1.3% | 11.4%
C=CCn1c(O)c(N=Nc2ccccc2C)c2ccccc21 | 0.4% | -16.5% | 4.9%
CS(=O)(=O)N1CCC(C(=O)N2CCN(Cc3ccccc3)CC2)CC1 | -1.0% | -1.4% | -9.1%
CC(=O)Nc1cccc(NC(=O)c2cc(-c3cccnc3)nc3ccc(Cl)cc23)c1 | 5.9% | -7.0% | -15.0%
Cc1ccc2cc(C=C(C#N)C#N)c(N3CCCCC3)nc2c1 | 9.2% | -7.9% | ?
O=Cc1cccn1-c1ncc(Br)cn1 | -1.4% | -1.5% | 0.8%
CCn1ccnc1CN1CCCC(C(=O)c2ccc3cc(OC)ccc3c2)C1 (centres undefined) | -2.9% | 8.6% | 9.1%
COc1ccccc1NS(=O)(=O)c1cc(NC(C)=O)ccc1N1CCCCC1 | 20.5% | -14.7% | -10.6%
O=C(COc1ccccc1Cl)NCCCNC(=O)c1cccnc1 | -8.2% | -3.5% | -11.4%
CCN(CC)C(=O)c1cc(Cl)ccc1NC(=O)c1ccco1 | 11.0% | -7.3% | -6.2%
Cc1cc(C)c2c(Cn3ccnc3)cc(=O)oc2c1 | -9.5% | -7.3% | -7.9%
Cc1c(C(=O)N2CCC(Cc3ccccc3)CC2)cccc1[N+](=O)[O-] | -22.2% | -4.1% | -1.5%
CCCOc1ccc(-c2nnc(-c3ccncc3)o2)cc1 | 7.6% | 0.3% | 7.2%
C[N+]1(Cc2ccccc2)CCC(C(=O)OCC2CCCC2)CC1 (centres undefined) | 6.0% | 12.7% | /
COc1cccc(/C(O)=C2/C(=O)C(=O)N(CCN(C)C)C2c2ccc(Br)cc2)c1 (centres undefined) | -0.3% | -9.7% | -2.8%

An excerpt of these results, with each value named.
mol: CC(C)(C)C(=O)NCc1ccc(C(=O)CSc2nnc(C3CC3)n2C2CC2)s1
  N370S GC: / | GCN5L2 inh: -1.1% | FEN1 inhibitor: 5.5%
mol: CCCCc1nnc(NC(=O)C2=COCCO2)s1
  N370S GC: -6.9% | GCN5L2 inh: -3.4% | FEN1 inhibitor: -4.6%
mol: O=C1N=C(N2CCc3ccccc3C2)S/C1=C\c1ccc(O)cc1
  N370S GC: -18.8% | GCN5L2 inh: -9.8% | FEN1 inhibitor: ?
mol: O=C(C1CC1)N(Cc1ccco1)c1nc(-c2ccccc2)cs1
  N370S GC: -8.9% | GCN5L2 inh: -5.4% | FEN1 inhibitor: -7.2%

Random draw from the library (roughly 0.54% active in at least one column).
